CHRM5 PAM = positive allosteric modulators of human muscarinic M5 receptor. CHO-K1 hM5, Fluo-8 calcium, ACh EC20 PAM; 0% = ACh EC20, 100% = ACh EC100. activation, % at 3 µM. actives 0.3% (n = 360,000);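 active = activation above the run cutoff, the mean activation of all test compounds plus 3 SD, cut at about 18% in these data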
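Replicates: One well per compound, no replicates | System: Human M5 receptor in CHO-K1 cells | Benchmarks: Low control EC20 acetylcholine (0%), high control EC100 acetylcholine (100%) | Probe or stimulus: Acetylcholine, EC20 level | Times: Fluo-8 loading 80 min at 37 °C plus 30 min room temperature | Signal: Intracellular calcium via Fluo-8 fluorescence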
CHRM4 antagonist = CHRM4 antagonism in calcium assay. inhibition, % at 3 µM. actives 0.73% (n = 360,000). CHO-hM4 cells, ACh EC80, Fluo-8 calcium fluorescence. P08173;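 active = inhibition above its plate's cutoff, the mean inhibition of sample wells plus 3 SD, cut at about 27% in these data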;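 also: 0% = acetylcholine EC80 with DMSO and 100% = DMSO without agonist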
Target sequence (P08173 whole entry, looked up): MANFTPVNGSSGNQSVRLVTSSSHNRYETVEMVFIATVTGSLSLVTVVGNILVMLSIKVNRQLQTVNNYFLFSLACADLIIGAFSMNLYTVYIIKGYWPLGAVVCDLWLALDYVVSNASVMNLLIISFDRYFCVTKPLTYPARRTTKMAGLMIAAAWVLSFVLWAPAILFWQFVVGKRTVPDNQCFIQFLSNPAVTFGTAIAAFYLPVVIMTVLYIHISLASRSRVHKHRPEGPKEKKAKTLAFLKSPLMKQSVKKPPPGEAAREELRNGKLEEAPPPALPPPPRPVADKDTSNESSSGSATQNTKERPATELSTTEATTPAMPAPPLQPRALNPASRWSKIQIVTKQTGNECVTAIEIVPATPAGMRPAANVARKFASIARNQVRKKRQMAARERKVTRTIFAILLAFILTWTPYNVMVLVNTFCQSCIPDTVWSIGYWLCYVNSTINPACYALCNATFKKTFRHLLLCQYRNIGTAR
CHRM1 PAM = human CHRM1 positive allosteric modulation. activation, % at 3 µM. P11229. actives 0.088% (n = 360,000). CHO-K1 hM1, Fluo-8 calcium fluorescence, ACh EC20; 0% = ACh EC20, 100% = maximal ACh; in the data active = activation above about 19%, passing the limit was not always enough
Target sequence (P11229 whole entry, looked up): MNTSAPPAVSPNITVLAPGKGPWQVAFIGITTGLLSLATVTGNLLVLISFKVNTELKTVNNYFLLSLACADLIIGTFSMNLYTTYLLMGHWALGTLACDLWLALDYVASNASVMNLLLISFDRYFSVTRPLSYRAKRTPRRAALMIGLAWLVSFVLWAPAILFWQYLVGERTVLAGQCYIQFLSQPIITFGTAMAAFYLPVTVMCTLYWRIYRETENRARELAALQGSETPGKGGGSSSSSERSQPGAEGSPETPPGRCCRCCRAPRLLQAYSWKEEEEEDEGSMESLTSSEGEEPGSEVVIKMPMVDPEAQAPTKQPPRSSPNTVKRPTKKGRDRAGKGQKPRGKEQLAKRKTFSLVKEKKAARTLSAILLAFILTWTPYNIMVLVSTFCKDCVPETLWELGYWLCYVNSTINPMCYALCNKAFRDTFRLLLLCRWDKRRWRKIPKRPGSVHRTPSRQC
M5 antag = blocks acetylcholine activation of human M5 receptor | actives 0.59% (n = 360,000) | inhibition, % at 3 µM | CHO-hM5 cells, Fluo-8 calcium fluorescence, ACh EC80;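 active = inhibition above a per-plate cutoff, the mean of that plate's test compounds plus 3 SD, cut at about 27% in these data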;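 also: 0% = acetylcholine EC80 with DMSO and 100% = DMSO without agonist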
CRFBP-R2 agonist = agonists of human CRF-binding protein/CRF-R2 receptor complex; HEK293 CRF-R2/CRF-BP, calcium dye fluorescence (FLIPR); percent of saturating CRF peptide response; activation, % at 13.2 µM; actives 0.46% (n = 350,000);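 active = activation of at least 50%, plus an integration ratio under a set limit after plate pattern correction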;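 also: plate controls were neutral control wells without compound for no effect and CRF at EC100 for full effect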
CHRM5 agonist = CHRM5 agonism in calcium assay | P08912 | CHO-K1 hM5 cells, Fluo-8 calcium fluorescence; 0% DMSO wells, 100% maximal acetylcholine response | activation, % at 3 µM | actives 0.19% (n = 360,000);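 active = activation above the run's mean over test compounds plus 3 SD, cut at about 23% in these data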;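 also: signal is peak over basal fluorescence ratio across the kinetic read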
CRFR2-BP antag = blocks CRF-induced signaling of the CRF-BP/CRF-R2 complex | actives 0.59% (n = 350,000) | HEK293 CRF-R2/CRF-BP, CRF-induced calcium fluorescence | inhibition, % at 11.8 µM;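 active = inhibition of the ligand-induced calcium signal above about 50% at the single tested concentration, limit read from the data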
M4 ag = agonists of human muscarinic M4 receptor (CHRM4); CHO-K1 hM4/Gqi5, Fluo-8 calcium fluorescence; vehicle 0%, full acetylcholine response 100%; activation, % at 3 µM; P08173; actives 0.14% (n = 360,000);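 active = activation above the run mean over all test wells plus 3 SD, cut at about 32% in these data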;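 also: peak over basal fluorescence ratio per well then scaled between controls; 0% = DMSO wells and 100% = acetylcholine at EC100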
CHRM4 PAM = positive allosteric modulators of human muscarinic M4 receptor | P08173 | CHO-K1 hM4/Gqi5, Fluo-8 calcium fluorescence, ACh EC20; 0% = ACh EC20, 100% = maximal ACh | activation, % at 3 µM | actives 0.4% (n = 360,000) | AID 624126;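 active = activation above its plate's cutoff, the mean activation of sample wells plus 3 SD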; also: some results filed as inactive read as strong as hits
* hit, by the source's call; x = not tested or not shown.

Start of the data: the first 12 records, ahead of the listing:
SMILES	CHRM5 PAM	CHRM4 antagonist	CHRM1 PAM	M5 antag	CRFBP-R2 agonist	CHRM5 agonist	CRFR2-BP antag	M4 ag	CHRM4 PAM
C[C@H](NC(=O)c1nc[nH]c1C(=O)N(C)Cc1ccccc1)C(=O)OC(C)(C)C	0	-7	4	11	-2.8	2	-2	2	5
Cc1ccc(C(=O)n2c(-c3ccccc3)cnc2SCC(=O)Nc2ccc(C)cc2C)cc1	-3	2	4	-1	-3.0	-2	-3	0	-5
CC(OC(=O)c1cnc2ccccc2n1)c1ccccc1Cl (configuration not stated)	1	-2	8	5	-1.7	2	-3	6	-1
O=C(/C=C/c1cccs1)Nc1ccc([N+](=O)[O-])cc1	-3	0	-5	2	0.7	1	-33	6	-7
COc1cccc(CNC(=O)C2CCCN(S(C)(=O)=O)C2)c1 (configuration not stated)	-2	-1	16	6	1.4	2	2	0	9
CCOC(=O)C(C)c1nn(C)c(=O)c2ccccc12 (configuration not stated)	-18	3	-17	7	-0.1	-10	7	5	-6
O=C(CCNC(=O)C1CCN(S(=O)(=O)c2ccc(F)cc2)CC1)NCc1ccccc1Cl	-9	-6	8	23	-0.4	-1	-4	-1	-8
Cc1cc(NC(=O)CCCC(=O)OCC(F)(F)C(F)F)cc(C)c1C(=O)O	-2	-14	8	-2	0.2	-1	-3	1	16
CN(C(=O)CCN1C(=O)/C(=C/c2ccccc2)SC1=S)C1CCS(=O)(=O)C1 (configuration not stated)	30*	-5	16	21	0.2	2	-2	3	0
O=C(Nc1ccccn1)c1ccc(NC(=O)c2ccco2)cc1	10	-3	6	-7	-0.7	-2	14	2	0
CCCN1CCC(NCc2cn(C)nc2-c2ccc(Oc3ccccc3)cc2)CC1	-6	7	3	4	3.3	-6	-5	4	-9
CNC(=O)c1ncnnc1N(C)C(=O)NCc1ccccc1	-3	-13	-1	1	0.0	-2	9	1	7

This part in full, from the start:
SMILES	CHRM5 PAM	CHRM4 antagonist	CHRM1 PAM	M5 antag	CRFBP-R2 agonist	CHRM5 agonist	CRFR2-BP antag	M4 ag	CHRM4 PAM
C[C@H](NC(=O)c1nc[nH]c1C(=O)N(C)Cc1ccccc1)C(=O)OC(C)(C)C	0	-7	4	11	-2.8	2	-2	2	5
Cc1ccc(C(=O)n2c(-c3ccccc3)cnc2SCC(=O)Nc2ccc(C)cc2C)cc1	-3	2	4	-1	-3.0	-2	-3	0	-5
CC(OC(=O)c1cnc2ccccc2n1)c1ccccc1Cl (configuration not stated)	1	-2	8	5	-1.7	2	-3	6	-1
O=C(/C=C/c1cccs1)Nc1ccc([N+](=O)[O-])cc1	-3	0	-5	2	0.7	1	-33	6	-7
COc1cccc(CNC(=O)C2CCCN(S(C)(=O)=O)C2)c1 (configuration not stated)	-2	-1	16	6	1.4	2	2	0	9
CCOC(=O)C(C)c1nn(C)c(=O)c2ccccc12 (configuration not stated)	-18	3	-17	7	-0.1	-10	7	5	-6
O=C(CCNC(=O)C1CCN(S(=O)(=O)c2ccc(F)cc2)CC1)NCc1ccccc1Cl	-9	-6	8	23	-0.4	-1	-4	-1	-8
Cc1cc(NC(=O)CCCC(=O)OCC(F)(F)C(F)F)cc(C)c1C(=O)O	-2	-14	8	-2	0.2	-1	-3	1	16
CN(C(=O)CCN1C(=O)/C(=C/c2ccccc2)SC1=S)C1CCS(=O)(=O)C1 (configuration not stated)	30*	-5	16	21	0.2	2	-2	3	0
O=C(Nc1ccccn1)c1ccc(NC(=O)c2ccco2)cc1	10	-3	6	-7	-0.7	-2	14	2	0
CCCN1CCC(NCc2cn(C)nc2-c2ccc(Oc3ccccc3)cc2)CC1	-6	7	3	4	3.3	-6	-5	4	-9
CNC(=O)c1ncnnc1N(C)C(=O)NCc1ccccc1	-3	-13	-1	1	0.0	-2	9	1	7
O=Cc1ccc(OCC(=O)Nc2ccccc2-c2ccccc2)cc1	-1	-4	3	4	-0.1	-1	-14	9	-10
O=C(C[n+]1cccc(NC(=O)c2ccccc2)c1)c1ccccc1	-3	2	8	8	0.4	-4	-2	0	-1
COc1ccc(C(=O)Nc2ccc(Nc3ccccc3)cc2)cc1[N+](=O)[O-]	-8	15	0	-2	-0.8	-2	-6	9	-12
CCc1nc2ccc(C(=O)Nc3cc(-c4ccccc4)ccc3OC)cn2c1N(CCN(C)C)CC1CC1	-2	-3	-9	5	x	-2	x	8	-3
CCOC(=O)C1CCCN(C(=O)c2ccc(C)c(NC(=O)C3=C(C)OCCS3)c2)C1 (configuration not stated)	9	5	10	-1	0.7	1	-2	2	0
COc1cc(NC(=O)COc2ccccc2)c(OC)cc1NC(C)=O	-4	-6	5	5	-0.9	4	-2	2	3
CCCCN(C)CCCNC(=O)c1cc(Nc2ccc(OC)c(OC)c2)nc2ccccc12	-2	11	6	14	0.6	-3	-8	1	-7
CCOc1ccc(OCC)c(NC(=O)C2CCCN2S(=O)(=O)c2cccc3cccnc23)c1 (configuration not stated)	-1	-10	5	0	-0.2	-4	4	2	7
O=C(Nc1ccc(N2C(=O)c3cccc4cccc(c34)C2=O)cc1)c1ccc(N2CCCCC2)c([N+](=O)[O-])c1	2	0	3	-3	-3.3	-1	10	0	4
CCN1CCN(c2cc(C)c3cc(NC(=O)CCC(=O)N4CCN(c5ccccc5)CC4)ccc3n2)CC1	-7	6	-10	21	-0.3	-4	2	-1	-4
CCCCc1nc2sc3c(=O)[nH]cnc3c2c2c1CCCC2	5	-6	8	-1	1.9	-3	-14	0	-2
OC(Cn1cncn1)(c1ccccc1)c1ccccc1	-4	-2	14	-4	1.4	-2	-3	0	5
COc1ccc(C(=O)NCC2COc3ccccc3O2)cc1S(=O)(=O)N1CCOCC1 (configuration not stated)	-1	-9	4	8	0.3	3	6	6	8
(next part)
SMILES	CHRM5 PAM	CHRM4 antagonist	CHRM1 PAM	M5 antag	CRFBP-R2 agonist	CHRM5 agonist	CRFR2-BP antag	M4 ag	CHRM4 PAM
CCOC(=O)c1nc(NCc2ccccc2C)c2ccccc2n1	-5	7	11	3	-0.1	0	8	2	0
CC(Sc1nnnn1C)C(=O)NC1CCCC1 (configuration not stated)	-4	-3	4	16	-0.6	-1	1	1	2
CCC(CC)C(=O)c1c[nH]c(C(=O)NCc2cccnc2)c1	1	-6	-1	5	-1.3	1	7	0	5
COc1cc(C(=O)N/N=C/c2ccc(OC)c(CN3CCN(c4ccc(F)cc4)CC3)c2)ccc1O	-5	10	-6	7	-1.5	-4	-2	3	-11
COc1ccccc1NC(=O)CCC(=O)N(Cc1ccc(OC)c(OC)c1)c1nccs1	-1	-2	4	-6	-0.8	0	8	1	-2
CCOC(=O)N/N=C\c1ccc(OC(=O)c2ccc3c(c2)OCO3)cc1	10	1	2	2	2.3	3	-15	1	-2
Cc1ccc(C2=NN=C(NC(=O)CSc3nnc4c5ccccc5n(C)c4n3)SC2)cc1	-2	9	2	9	-1.1	0	-4	-1	-4
CC(C)(C)NC(=O)C[C@H]1C[C@H](C(=O)N2CCCCC2)[C@@]2(CCc3ccccc3)c3[nH]c4cc(-c5ccco5)ccc4c3CCN2C1=O	4	-14	8	-4	-2.1	1	1	1	-2
C=CCN(c1ccccc1OC)S(=O)(=O)c1cccc(C(=O)OCC(=O)c2c[nH]c3ccccc23)c1	-2	8	0	3	0.4	-2	12	2	-5
O=C1CC(N(Cc2ccc3c(c2)OCO3)C(=O)Nc2ccc(F)cc2)C(=O)N1c1ccccc1 (configuration not stated)	-8	-5	-6	5	-2.7	6	0	16	-5
O=C1c2ccccc2C(O)N1c1ccc(Cl)cc1 (configuration not stated)	1	1	-3	0	-5.1	1	1	3	4
O=C(NCc1nc2ccccc2[nH]1)C1=C[C@@H](c2ccc(Br)cc2)C[C@@H](OCc2ccc(CO)cc2)O1	-11	-2	-6	12	0.8	-5	6	6	5
NS(=O)(=O)c1ccccc1NC(=O)c1c(O)c2ccccc2[nH]c1=O	5	-10	6	-2	-1.2	-3	-1	0	-1
CC1(C)CC2(CC(c3ccc(F)cc3)c3ccc(O)cc3O2)NC(=S)N1 (configuration not stated)	0	14	0	-4	2.7	1	-9	3	7
O=C(O)CC(Cc1ccc(Cl)cc1)C(=O)NCc1ccccc1 (configuration not stated)	-5	-4	-1	10	-3.9	-2	12	0	7
COC(CNS(=O)(=O)c1cccc2nonc12)OC	1	5	10	3	0.7	-2	-7	2	-2
Cc1cc(=O)nc2c3ccccc3n(CC(=O)NCCC3=CCCCC3)n12	1	-10	3	4	-1.0	-1	1	0	-1
CCOc1ccc(NC(=O)N2CCC(n3nnc4ccccc43)CC2)cc1	-3	1	-5	10	-0.6	-1	-4	0	-2
COc1ccc(OC)c(NC(=O)c2cnn(-c3ccccc3Cl)c2NC(=O)c2ccco2)c1	-14	1	5	7	0.6	3	-16	x	-5
CCN1C(=O)C(CC(=O)Nc2ccc(OC)cc2)N(Cc2ccc3c(c2)OCO3)C1=S (configuration not stated)	3	6	1	-4	0.5	3	-29	2	-4
CCN(CC)CC#CCOC(c1ccccc1)c1ccccc1	-32	30*	-23	22	-0.3	-13	10	-1	-24
COc1ccc(C(=O)Nc2ccc(S(=O)(=O)N3CCOCC3)cc2)cc1[N+](=O)[O-]	-5	3	6	11	1.1	-1	-16	2	-4
O=C(c1cccc(OC2CCN(Cc3ccc(F)cc3)CC2)c1)N1CCCC1	-5	9	-10	3	0.2	-10	9	2	-9
CCOC(=O)c1cc(CC)sc1NC(=O)COC(=O)C1CCC1	-6	4	5	14	0.7	-6	-16	-1	3
CC1CN(C(=O)c2ccc(Cl)c(S(=O)(=O)NCc3ccco3)c2)CC(C)O1 (configuration not stated)	-6	7	-4	7	0.3	1	1	0	-3
Later entries.
SMILES	CHRM5 PAM	CHRM4 antagonist	CHRM1 PAM	M5 antag	CRFBP-R2 agonist	CHRM5 agonist	CRFR2-BP antag	M4 ag	CHRM4 PAM
Cc1nnsc1C(=O)NC(C)c1ccccc1 (configuration not stated)	8	2	5	-2	0.3	0	1	0	1
CC(=O)c1cccc(NC(=O)c2ccc(NC(=O)CCS(=O)(=O)c3cccs3)cc2)c1	-10	2	-15	14	-0.2	-1	-9	17	-9
CCc1ccc2nc(Nc3nc(COC)cc(=O)[nH]3)nc(C)c2c1	1	1	7	2	-2.0	-1	19	0	3
O=C(O)c1cccc(NC(=O)c2cn(-c3ccccc3)nc2-c2cc3ccccc3o2)c1	-1	-13	8	0	-1.0	-2	-17	1	8
Cc1ccc(CN2CCC(CNC(=O)c3ccc(NC(=O)C4=CSCCO4)cc3)CC2)cc1	-9	3	-15	12	0.2	-6	4	4	-10
O=C1COc2ccc(C(=O)NC3CC3)cc2N1	6	4	8	4	1.8	5	6	1	-2
CCOC(=O)CCN1C(=O)c2ccccc2Sc2ncccc21	-2	-11	13	1	-0.1	-2	-3	1	-1
